From PubChem
MCL1-BIM inh – MCL1-BIM-BH3 interaction inhibition (human); Q07820; GST-MCL1 / FITC-Bim-BH3 fluorescence polarization; inhibition, % at 10.9 µM; actives 0.68% (n = 320,000); AID 2057;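 active = inhibition above the mean inhibition of all tested compounds plus 3 SD, set per campaign, cut at about 40% in these data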;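 note: 0% = DMSO wells and 100% = unlabeled Bim-BH3 peptide control; higher means more loss of mP so more displacement of Bim peptide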
Target sequence (Q07820 whole entry, looked up): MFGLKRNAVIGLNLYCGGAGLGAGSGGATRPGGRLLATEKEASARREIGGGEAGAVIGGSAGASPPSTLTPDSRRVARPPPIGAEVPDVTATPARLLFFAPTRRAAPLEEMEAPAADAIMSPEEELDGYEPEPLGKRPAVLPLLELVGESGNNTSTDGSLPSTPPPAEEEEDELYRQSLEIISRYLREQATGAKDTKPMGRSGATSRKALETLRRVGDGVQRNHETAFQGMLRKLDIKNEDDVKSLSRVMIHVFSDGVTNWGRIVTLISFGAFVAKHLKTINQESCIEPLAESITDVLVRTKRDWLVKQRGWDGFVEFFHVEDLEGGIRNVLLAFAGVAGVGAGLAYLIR
PAD4 inh – inhibitors of human PAD4; Q9UM07; recombinant PAD4, RCA probe fluorescence polarization; inhibition, % at 6.36 µM; actives 0.41% (n = 330,000); AID 485272;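 active = percent inhibition above a cutoff equal to the mean of all tested compounds plus 3 SD, cut at about 15% in these data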;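 note: 0% = PAD4 with RCA probe and DMSO and 100% = probe without PAD4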
MEX-5 binding – C. elegans MEX-5 TCR-2 RNA binding activity; Q9XUB2; actives 0.38% (n = 300,000); MEX-5/FITC-TCR2 RNA binding, fluorescence polarization; hits give low values; activity score (negative = inhibition of binding), % at 10 µM; AID 1832;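 active = inhibition past about -25% in most replicates, and total fluorescence under double the plate's negative control median, limit read from the data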;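 note: 0% = DMSO and -100% = 5 µM competing unlabeled TCR2 RNA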
BCLXL inh – Bcl-xL (human) inhibition | Q07817 | AID 2129 | inhibition, % at 10.9 µM | GST-Bcl-xL / FITC-Bim BH3 peptide fluorescence polarization | actives 0.7% (n = 320,000);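 active = inhibition above the mean of all tested compounds plus 3 SD, cutoff set per campaign, cut at about 30% in these data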;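 note: 0% = DMSO wells and 100% = unlabeled Bim-BH3 peptide competitor; inhibitors lower millipolarization by displacing the labeled peptide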
TPT1 inh – blocks Candida albicans tRNA 2'-phosphotransferase. recombinant caTPT1, FP RNA substrate dephosphorylation. inhibition, % at 5 µM. actives 0.81% (n = 300,000). AID 1962;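 active = inhibition above the mean of all tested compounds plus 3 SD, set per screening campaign, cut at about 24% in these data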;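 note: plate controls were DMSO alone for no effect and ferristatin control at 100 nM for full effect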
Fam108B inh – Fam108B inhibition, counter-screen for RBBP9 inhibitors | recombinant Fam108B, FP-Rh probe fluorescence polarization | inhibition, % at 9.51 µM | actives 0.33% (n = 300,000);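 active = inhibition above the screen mean inhibition plus 3 SD, computed separately per campaign, cut at about 18% in these data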;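 note: inhibitors lower polarization as less probe binds the enzyme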
GLD-1 RNA inh – GLD-1-TGE RNA interaction inhibition (C. elegans) | purified GLD-1 + fluorescein TGE RNA, fluorescence polarization | Q17339 | actives 0.44% (n = 320,000) | inhibition, % at 5.96 µM | AID 2280;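 active = percent inhibition above a per-plate cutoff, the plate mean of test compounds plus 3 SD, cut at about 30% in these data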;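 note: 0% = DMSO wells with GLD-1 and probe and 100% = wells lacking GLD-1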
GSTO1 counter – blocks human GSTO1 in RBBP9 counter-screen. inhibition, % at 5.96 µM. actives 1.1% (n = 300,000). P78417. recombinant GSTO1, activity-based probe fluorescence polarization. AID 1974;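 active = inhibition above the campaign mean inhibition plus 3 SD, cut at about 35% in these data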;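 note: 0% = GSTO1-1 with DMSO and 100% = wells lacking GSTO1-1 enzyme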
Target sequence (P78417 whole entry, looked up): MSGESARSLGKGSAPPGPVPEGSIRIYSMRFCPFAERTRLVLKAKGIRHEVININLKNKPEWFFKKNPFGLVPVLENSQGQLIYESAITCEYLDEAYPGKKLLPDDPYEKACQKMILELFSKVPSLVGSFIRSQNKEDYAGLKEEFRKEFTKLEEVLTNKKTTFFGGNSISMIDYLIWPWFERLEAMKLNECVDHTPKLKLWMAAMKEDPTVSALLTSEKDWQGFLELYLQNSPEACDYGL
PME-1 inh – blocks human protein phosphatase methylesterase 1. actives 0.53% (n = 320,000). recombinant PME-1, FP-Rh probe fluorescence polarization. AID 2130. inhibition, % at 5.9 µM;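 active = inhibition above the campaign mean of all compounds plus 3 SD, cut at about 26% in these data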;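 note: competitive labeling of PME-1 active site by serine hydrolase directed probe; 0% = PME-1 with DMSO and 100% = wells lacking PME-1 enzyme; inhibitors block probe labeling so polarization falls and inhibition rises; many of its hits are not listed in these tables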
Target sequence (Q9Y570 whole entry, looked up): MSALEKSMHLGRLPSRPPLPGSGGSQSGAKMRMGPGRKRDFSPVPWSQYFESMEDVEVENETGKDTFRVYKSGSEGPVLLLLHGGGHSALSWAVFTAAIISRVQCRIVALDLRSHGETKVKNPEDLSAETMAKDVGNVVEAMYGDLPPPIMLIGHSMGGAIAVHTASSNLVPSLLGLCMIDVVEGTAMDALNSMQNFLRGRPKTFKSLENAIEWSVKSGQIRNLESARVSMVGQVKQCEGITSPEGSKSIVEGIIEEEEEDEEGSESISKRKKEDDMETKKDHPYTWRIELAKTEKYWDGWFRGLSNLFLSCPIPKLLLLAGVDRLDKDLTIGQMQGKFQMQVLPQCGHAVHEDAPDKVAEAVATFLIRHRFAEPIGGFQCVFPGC
* marks the source's active call; other numbers are inactive results; · = no result given. An excerpt. The share of hits here may be higher or lower than overall.

SMILES | MCL1-BIM inh | PAD4 inh | MEX-5 binding | BCLXL inh | TPT1 inh | Fam108B inh | GLD-1 RNA inh | GSTO1 counter | PME-1 inh
CN(CC(=O)Nc1cccc(F)c1)C(=O)c1ccccc1OCC(=O)Nc1cccc(C(F)(F)F)c1 | -4.2 | 2.8 | 2.4 | -0.8 | -3.1 | -0.9 | 7.7 | 2.5 | 2.7
COc1ccc(NC(=O)Cc2nnc(SCC(=O)NC3CCCC3)n2C)cc1 | -6.2 | 0.6 | 0.8 | -4.5 | 1.8 | -5.1 | 7.3 | 3.4 | 5.0
Cn1c(Cl)c(C(=O)Nc2ccccc2)c2ccccc21 | 5.4 | -6.5 | · | 0.5 | -6.2 | -4.6 | 3.4 | -16.0 | -1.2
COc1cccc(OCc2nc(-c3ccc(Br)o3)no2)c1 | 4.8 | 3.3 | 1.1 | 2.9 | 3.7 | 0.6 | 7.7 | 1.1 | 1.1
Cc1cc2ccccc2c(=O)n1CC(=O)Nc1ccc2c(c1)OCO2 | 5.0 | 9.0 | -1.1 | 0.5 | -1.8 | 0.3 | 3.3 | 2.2 | -1.9
O=C(O)/C=C\C(=O)NNC(=O)c1cc(-c2ccccc2)n[nH]1 | 4.4 | -1.3 | -17.8 | 15.2 | -1.6 | -5.5 | 3.5 | 1.9 | -6.5
CC(=Nc1ccccc1)Nc1ccccc1 | 4.9 | -0.9 | · | 4.3 | -0.9 | -2.4 | 0.4 | -3.4 | -5.6
Cc1nnc2c(NCCc3ccccc3)nc3ccccc3n12 | -1.1 | -0.8 | -1.9 | 2.3 | 0.9 | -1.5 | -5.9 | -7.5 | 3.7
O=C(NCCN1C(=O)CSC1=O)c1ccccc1 | 2.1 | -2.7 | · | 3.5 | 0.8 | -1.0 | 2.1 | 9.1 | -3.2
O=C(NC1=NCCS1)c1ccccc1OCc1ccc(F)cc1 | 4.2 | -0.2 | 0.5 | 3.6 | 0.1 | 0.0 | -1.4 | 4.5 | -11.0
CCCCCC/C=C/c1ccc(OC)c([C@H]2[C@H]3C=CC[C@@H](C)[C@@H]3C(=O)N2Cc2ccccc2)c1 | -3.7 | -1.1 | 0.1 | 2.0 | -1.1 | 1.8 | 4.2 | -2.5 | -4.2
CCOC(=O)C1=C(C)NC(=S)NC1c1ccc(OCC(=O)N2CCCCC2)cc1 (stereo not drawn) | 6.3 | 6.2 | 1.3 | 1.0 | -2.0 | 2.1 | 7.4 | 5.1 | 4.7
Cc1ccsc1/C=C(\C#N)C(=O)NC1CCS(=O)(=O)C1 (stereo not drawn) | 2.5 | 0.4 | -3.7 | 11.6 | -0.8 | 2.3 | 3.6 | 1.2 | 0.9
COc1ccccc1Nc1nc(N)nc(CSC(=S)N2CCN(c3ccccc3)CC2)n1 | 6.5 | -3.7 | 1.0 | 1.5 | 0.6 | -0.6 | 3.5 | 3.5 | -1.1
Cc1ccc(NC(=S)NNc2ccc([N+](=O)[O-])cc2S(=O)(=O)Nc2ccccc2C(=O)O)cc1C | 39.9* | 1.3 | -9.9 | 18.8 | 5.1 | 8.8 | -0.9 | -144.5 | 48.4*
O=C(NNC(=O)C1CC1c1ccccc1)c1ccccc1[N+](=O)[O-] (stereo not drawn) | 6.7 | -5.3 | -1.3 | 3.0 | 0.4 | 3.8 | 3.1 | 4.6 | -5.0
COc1ccc(NC(=O)c2ccccc2NC(=O)c2ccccc2C(=O)O)c(OC)c1 | -5.0 | -0.4 | -1.0 | 1.8 | 0.4 | -1.0 | -9.0 | 3.2 | 1.1
COc1ccc(OCCN2C(=O)c3ccccc3C2=O)c([N+](=O)[O-])c1 | 2.0 | -3.3 | 0.5 | 3.6 | -2.8 | 1.5 | -11.7 | 3.6 | 4.8
COc1ccccc1C(=O)N1CCN(c2cccc(C(F)(F)F)c2)CC1 | 5.0 | 0.9 | -3.0 | -0.9 | -3.7 | 2.2 | 4.3 | -2.5 | -4.1
Cc1cc(C)n(/N=C/c2ccc(O)cc2)c(=O)c1C#N | -2.1 | -4.4 | -2.7 | -2.7 | 1.6 | -0.1 | 0.1 | 6.5 | 0.4
Cc1ccccc1OCC(=O)N1CCCc2ccccc21 | 1.1 | -0.8 | 0.9 | 0.8 | -1.5 | -0.6 | -7.4 | 3.2 | 1.5
CC(OCCN1CCCC1)(c1ccc(F)cc1)c1ccc(F)cc1 | 6.2 | 3.7 | -0.7 | 1.1 | 0.6 | -2.1 | -0.8 | -1.6 | -0.4
NNC(=O)CN1C(=O)Nc2ccc(Cl)cc2C1c1ccccc1 (stereo not drawn) | 7.5 | 4.5 | -2.1 | 5.3 | -6.6 | 3.4 | 3.1 | 5.5 | -15.9
CCc1cccc(NC(=O)CCSCCC(=O)Nc2cccc(CC)c2)c1 | -7.1 | -2.6 | 0.8 | -3.9 | 1.4 | -6.9 | -3.8 | -5.6 | -7.3
Cc1ccc(CN(C(=O)c2csnn2)C(C(=O)NC2CCCC2)c2ccccn2)cc1 (stereo not drawn) | 8.4 | 1.1 | -0.5 | 3.5 | 3.5 | 1.3 | -4.6 | 0.5 | 1.8
COc1ccc(C(=O)Nc2ccc(C(=O)Nc3nccs3)cc2)cc1[N+](=O)[O-] | -3.8 | -0.9 | -2.7 | 0.5 | -4.1 | -2.6 | 1.6 | -6.9 | -4.1
COc1ccc(CNC(=O)C2CC(=O)N(c3ccc(OCC(=O)N4CCCCC4)cc3)C2)cc1 (stereo not drawn) | 3.3 | 1.3 | 1.3 | -4.2 | -2.9 | -0.5 | 4.2 | 3.8 | -1.1
COc1cccc(CN(C)C(=O)c2cccnc2SC)c1OC | -2.3 | -1.9 | -1.5 | 1.9 | 0.5 | -3.0 | 2.5 | -17.4 | 3.7
COc1ccc(Cl)cc1NC(=O)CN(C)C(=O)CCCNC(=O)c1ccc(Cl)cc1 | -2.4 | 0.2 | · | -2.7 | · | · | 7.1 | · | -0.6
CCN(CC)Cc1cc(C(=O)O)c(-c2ccccc2)o1 | -1.0 | -2.0 | 0.7 | 0.0 | 4.2 | -1.9 | -2.4 | 12.1 | -1.2
CC(C)(C)NC(=O)C(=O)NNC(=O)C12CC3CC(CC(C3)C1)C2 | 6.7 | -0.3 | -0.2 | 2.9 | -4.0 | 9.7 | -1.4 | -2.4 | -3.5
Cc1c(N2CCCC2)cc2c(c1N)C(C)(C)CC2(C)C | 3.5 | -4.8 | 1.1 | 0.9 | -2.9 | 0.6 | 1.7 | 1.7 | 2.8
COc1cc(CNCCO)cc(Br)c1OCc1ccccc1 | -4.5 | -0.7 | 2.0 | -4.6 | 3.1 | 3.2 | 0.3 | -1.6 | 4.9
CC(=O)C1=C(O)C(=O)N(Cc2ccccc2)C1c1ccc(Br)cc1 (stereo not drawn) | 2.0 | -3.8 | 2.8 | 1.9 | 0.4 | -1.4 | 7.8 | -2.1 | 0.2
COc1ccccc1N/N=C/c1c(CO)cnc(C)c1O | 1.6 | -1.2 | -2.1 | 8.0 | 0.5 | 3.2 | -2.4 | 6.2 | 4.0
CCOC(=O)C(NC(=O)c1cccnc1)(Nc1cccc(C)n1)C(F)(F)F (stereo not drawn) | 12.6 | 1.0 | 1.6 | 2.9 | 2.1 | -3.7 | -1.4 | 2.7 | 3.0

Quoted at random: 2 compounds from above, in no set order.
SMILES | MCL1-BIM inh | PAD4 inh | MEX-5 binding | BCLXL inh | TPT1 inh | Fam108B inh | GLD-1 RNA inh | GSTO1 counter | PME-1 inh
COc1ccccc1N/N=C/c1c(CO)cnc(C)c1O | 1.6 | -1.2 | -2.1 | 8.0 | 0.5 | 3.2 | -2.4 | 6.2 | 4.0
Cc1c(N2CCCC2)cc2c(c1N)C(C)(C)CC2(C)C | 3.5 | -4.8 | 1.1 | 0.9 | -2.9 | 0.6 | 1.7 | 1.7 | 2.8

Later entries
SMILES | MCL1-BIM inh | PAD4 inh | MEX-5 binding | BCLXL inh | TPT1 inh | Fam108B inh | GLD-1 RNA inh | GSTO1 counter | PME-1 inh
CC(Cc1ccccc1)NC(=O)/C=C/c1ccc([N+](=O)[O-])cc1 (stereo not drawn) | 4.0 | 1.4 | 0.9 | 4.6 | -0.2 | 4.2 | 1.9 | 1.9 | 4.3
O=C(Nc1ccccc1C(=O)NCc1ccco1)NC1CCCCC1 | 4.5 | -0.8 | -0.3 | 6.1 | -4.6 | 3.0 | 4.0 | -14.5 | -1.1
CCc1ccc(OCCCC(=O)O)c(Br)c1 | -1.5 | 3.1 | 0.3 | 2.1 | 0.2 | -3.4 | 0.1 | 1.6 | 0.5
COC(=O)c1ccc(C(=O)N(CCN(C)C)c2nc3c(Cl)cccc3s2)cc1 | 0.5 | 2.7 | 1.8 | 6.1 | 0.4 | -4.5 | 2.8 | 7.6 | -3.6
CCSc1nnc(NC(=O)CN(C)S(=O)(=O)c2ccc(F)cc2)s1 | 11.8 | -5.4 | 1.1 | 4.0 | 1.4 | -5.9 | -2.0 | 2.2 | -0.6
CC(C)(C)C(=O)CC(=O)Nc1ccc(Cl)c(N)c1 | 4.9 | -2.0 | 0.5 | 6.3 | -1.0 | 7.1 | -0.6 | 2.8 | 2.1
Cc1ccc(S(=O)(=O)Oc2ccc(/C=N/NC(=O)c3nn(C)cc3[N+](=O)[O-])cc2)cc1 | -10.6 | -2.2 | 2.7 | -6.5 | 0.8 | -3.1 | 7.1 | -4.3 | 10.3
COc1cccc(/C=N/NC(=O)Cn2nc([N+](=O)[O-])cc2C)c1 | -11.3 | -9.5 | -1.9 | -1.7 | -2.8 | -2.2 | 14.8 | -2.7 | -0.4
CC(C)OCCCNC(=O)c1ccccc1Oc1ccccc1 | 0.9 | -4.6 | 1.9 | -4.6 | -1.1 | 2.8 | 2.6 | 5.0 | 8.4
O=C(N/N=C/c1c(O)n(-c2ccccc2Cl)c(=O)c2ccccc12)C1COc2ccccc2O1 (stereo not drawn) | -1.7 | 1.0 | 11.8 | -2.5 | 26.2* | 1.6 | -0.8 | -48.7 | 11.4
Cc1cc(C(=O)COc2ccc(Cl)cc2Br)c(C)n1C | 1.6 | 1.1 | · | -0.6 | 3.9 | 5.2 | 3.2 | 5.4 | -0.1
Cc1cccc(Nc2ccc(C(=O)O)cc2[N+](=O)[O-])c1C | 5.3 | -1.9 | -0.5 | 2.3 | 0.4 | 2.8 | 2.2 | -1.1 | 6.3
O=C1N/C(=N\N=C\c2cccs2)SC1Cc1ccc(Cl)cc1 (stereo not drawn) | -1.6 | 5.2 | -3.8 | 0.6 | 1.6 | 2.0 | 3.4 | 1.9 | 0.2
Cc1ccc(-n2ccc(=O)c(-c3ccnc(SCc4cccc(Cl)c4)n3)n2)cc1 | -11.1 | -5.4 | -1.9 | -3.6 | 1.4 | -3.6 | 7.8 | -0.1 | -2.8
C=CCCCCCCCCC(=O)NNC1CC(=O)N(c2ccccc2)C1=O (stereo not drawn) | -1.9 | -5.3 | -0.2 | -3.0 | 2.4 | -5.6 | -2.2 | -8.2 | 2.1
Cc1n[nH]c(=O)nc1NCc1ccccc1Cl | 8.0 | -4.7 | -0.6 | 3.7 | 0.6 | 2.0 | -0.6 | 1.5 | 4.0
CCC(=O)NCCc1cc2cc(C)c(C)cc2[nH]c1=O | -1.4 | -2.6 | · | -0.3 | 1.1 | -0.9 | 0.1 | -2.1 | 2.2
N#CCCN(Cc1ccccc1)S(=O)(=O)c1cccs1 | 1.0 | 1.4 | -2.0 | 1.9 | -2.7 | 1.7 | -1.1 | 0.1 | 4.1
Cc1cc(C)c2c(CN3CCCCC3C)cc(=O)oc2c1 (stereo not drawn) | -8.7 | 3.6 | 2.7 | 0.3 | 2.9 | 0.3 | -4.5 | -5.4 | 4.1
